LYP phosphatase: inhibitors of LYP phosphatase, biochemical, fluorescence intensity, uHTS (AID 1779) | recombinant LYP phosphatase, fluorescence intensity; higher % means a stronger effect | one-dose inhibition, % at 11.5 µM; IC50 in µM for titrated hits | 290,000 compounds, 0.054% hits; in the data active means inhibition above about 50%;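 further: plate controls were vehicle with enzyme for no effect and no enzyme for full effect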
NS5 inhibitors: Dengue-2 NS5 methyltransferase inhibitors, primary screen, biochemical, confirmation dose response (AID 588689); Dengue-2 NS5 methyltransferase capping enzyme assay, biochemical; higher % means a stronger effect; 340,000 compounds, 0.3% hits; one-dose inhibition, % at 25 µM; IC50 in µM for titrated hits; in the data active means a potency from the dose series
NTR1 ag: agonists of NTR1, primary screen, imaging, U2OS cells, beta-arrestin-GFP, high content (AID 493036) | activation, % at 20 µM | 330,000 compounds, 0.17% hits | P30989 | NTR1-U2OS beta-arrestin-GFP spot imaging, agonist mode;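 active means activation at or above 40% of the spot to cytoplasm intensity ratio, with at least 20 cells analyzed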;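 further: 0% = DMSO without peptide and 100% = 100 nM NTR1 peptide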
Target sequence (P30989 whole entry, looked up): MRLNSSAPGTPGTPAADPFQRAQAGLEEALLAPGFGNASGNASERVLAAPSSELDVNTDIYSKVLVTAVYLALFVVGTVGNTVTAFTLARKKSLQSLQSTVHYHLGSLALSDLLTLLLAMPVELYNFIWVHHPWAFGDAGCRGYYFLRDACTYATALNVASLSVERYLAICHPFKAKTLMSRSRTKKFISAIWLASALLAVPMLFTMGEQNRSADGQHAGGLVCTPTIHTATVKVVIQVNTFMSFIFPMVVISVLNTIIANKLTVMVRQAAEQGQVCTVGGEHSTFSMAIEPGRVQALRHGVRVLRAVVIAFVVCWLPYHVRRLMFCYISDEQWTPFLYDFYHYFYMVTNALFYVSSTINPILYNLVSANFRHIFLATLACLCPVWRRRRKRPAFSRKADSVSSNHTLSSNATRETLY
AID2073: disruptors of CaV2.2 binding to Mint1 – biochemical, HTRF (AID 2073) | inhibition, % at 20 µM, or IC50 in µM where a hit was titrated | 290,000 compounds, 0.19% hits | HTRF protein-protein interaction, Mint1-CaV2.2; higher % means a stronger effect; in the data active means inhibition mostly above about 51%, no sharp cut-off; further: some results filed as inactive read as strong as hits
GPR35 arrestin U2OS: inhibition of zaprinast-stimulated GPR35 beta-arrestin translocation – imaging, U2OS, beta-arrestin-GFP, zaprinast agonist, primary screen (AID 2058); inhibition, % at 10 µM, or IC50 in µM where a hit was titrated; U2OS GPR35 beta-arrestin-GFP translocation imaging, zaprinast antagonism; higher % means a stronger effect; 290,000 compounds, 0.052% hits;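 active means inhibition of at least 50% with at least 30 cells and total cytoplasm GFP at most 10,000,000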
Autophagy HCS: alters autophagy in cells; MEF GFP-LC3 puncta imaging; test concentration mostly 10 µM; calls only at 10 µM (by protocol); 190,000 compounds, 0.98% hits; AID 463193;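 active means percentage of spot-positive cells more than 3 SD above its plate mean, without a fluorescence outlier flag or 80% toxicity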;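 further: spot-positive cell cutoff set from DMSO-treated cells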
WT yeast gro inh: growth inhibition of WT yeast, mitochondrial fusion screen; AID 1362; 190,000 compounds, 2.1% hits; inhibition, % at 10 µM; mitochondrial fusion phenotypic screen, WT strain; in the data active means inhibition above about 58%; tested in S. cerevisiae
K1F lysis inhibition: inhibition of K1F phage lysis, E. coli UTI89, bacterial capsule biogenesis inhibitors, alamar blue (AID 488966); E. coli UTI89 K1F phage lysis, alamar blue, 2 h; higher % means a stronger effect; 340,000 compounds, 0.02% hits; inhibition, % at 100 µM, or IC50 in µM where a hit was titrated;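 active means phage lysis inhibition, versus mean bacterial control, above a set limit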;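 further: capsule biogenesis inhibitors block K1F phage lysis so surviving cells raise fluorescence; higher fluorescence means more inhibition of phage lysis; actives were called in the ten point dose series up to 300 µM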
RSV CPE inhibition: inhibition of RSV-induced cytopathic effect – HEp-2 cells, primary 10 µM value included (AID 2391); HEp-2 cells, RSV-induced CPE inhibition; higher % means a stronger effect; 310,000 compounds, 0.13% hits; one-dose CPE inhibition, % at 10 µM; IC50 in µM for titrated hits; in the data active means a potency from the dose series; further: strong numbers were not always called active
WT yeast gro inh mutant strain: recorded beside WT yeast gro inh, whose call it bears; inhibition, %; mitochondrial fusion phenotypic screen, mutant strain inhibition
Autophagy HCS cell loss 18 h: further read-out of Autophagy HCS, marked with its call; toxicity, %; measured here: cell loss, nuclei count;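 cell loss after 18 h compound exposure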
NTR1 ag cell count 20 µM: second read-out of NTR1 ag, no call of its own (marks repeat the call); cell count; measured here: cell count, cytotoxicity flag
Starred values were filed as active, the others as inactive; i = inactive; · = no result given; [ ] = another dose, or the depositor's remark. This is a random part of the collection. Share with any hit: about 2.6%.

SMILES | LYP phosphatase | NS5 inhibitors | NTR1 ag | NTR1 ag cell count 20 µM | AID2073 | GPR35 arrestin U2OS | Autophagy HCS | Autophagy HCS cell loss 18 h | WT yeast gro inh | WT yeast gro inh mutant strain | K1F lysis inhibition | RSV CPE inhibition
COc1ccc(NC(=S)N(CCCN2CCC(C)CC2)Cc2cccs2)cc1Cl | -6% | -4% | 0.5 | 69 | -27% | 9% | i | 4 | 16 | 15 | 1.8% | -0.4%
Cn1c(C(=O)N2CCCc3ccccc32)cc2c(=O)n3ccccc3nc21 | -5% | · | 7.1 | 96 | 1% | 5% | i | -7 | 7 | -70 | · | 18%
Cc1cccc(N2CCN(c3nc(C)cc(C)c3C#N)CC2C)c1 (stereo not given) | -4% | -5% | 9.3 | 34 | 6% | -6% | · | · | · | · | -0.4% | 22%
COc1ccc(CNC(=O)C2CCCN(S(=O)(=O)c3ccccc3)C2)cc1 (stereo not given) | -2% | -1% | -0.2 | 45 | 8% | -1% | · | · | · | · | 0.0% | 1.2%
CC(C)=CC(=O)Nc1ccc(Cl)cc1 | -1% | -1% | -1.5 | 88 | -1% | -8% | i | -38 | 4 | 7 | 0.1% | 4.4%
CC(=O)N1CCSc2ccc(S(=O)(=O)Nc3cccc(C)c3)cc21 | -9% | -3% | 0.6 | 55 | -7% | 7% | · | · | · | · | -0.1% | 1.3%
Cc1cccc(C)c1NC(=S)N(CCCN1CCCCC1)Cc1ccco1 | -3% | -2% | -0.5 | 72 | -14% | 11% | i | 10 | -2 | 2 | 0.2% | 0.0%
O=C(O)C(NC(=O)c1ccccc1)=C(Cl)Cl | · | -3% | 2.5 | 67 | · | · | i | 17 | · | · | 0.5% | 0.0%
Cn1c(SCC(=O)NC(=O)CN2CCCC2=O)nnc1-c1ccc(F)cc1 | 4% | -1% | 2.1 | 61 | 4% | 0% | i | 5 | -9 | 0 | 0.4% | 0.9%
O=CN1CCN(c2ncnc3c2nnn3Cc2c(F)cccc2Cl)CC1 | -6% | -6% | 0.6 | 39 | -5% | 6% | i | 0 | -8 | -9 | -2.9% | 1.6%
COc1ccc(C(=O)NNC(=O)c2ccc(S(=O)(=O)N3CCCCC3)cc2)cc1 | -6% | -1% | 3.0 | 56 | 10% | 3% | i | 8 | -22 | -2 | 0.0% | -0.4%
Cc1cc(C)c(NC(=O)CNC(=O)COC(=O)/C=C/c2cccs2)c(C)c1 | · | -7% | 0.8 | 73 | · | · | · | · | · | · | 1.4%[50 µM] | -1.3%
O=C(CCn1cnc2ncccc2c1=O)N1CCN(c2cccc(Cl)c2)CC1 | -9% | -1% | -0.7 | 47 | -3% | 4% | · | · | · | · | 0.7% | 1.2%
O=C(/C=C/c1cccc([N+](=O)[O-])c1)NCc1ccc2c(c1)OCO2 | -7% | -5% | -0.1 | 34 | -2% | 2% | i | 8 | 15 | 9 | 5.0% | 0.6%
Cc1ccc(NC(=O)CC2SCCNC2=O)cc1[N+](=O)[O-] (stereo not given) | -2% | 2% | -0.3 | 53 | 0% | 14% | · | · | · | · | 1.0% | ·
N/C(=N\O)c1cccc(CS(=O)(=O)c2ccccn2)c1 | -6% | 6% | 0.6 | 53 | 3% | 8% | · | · | · | · | 0.5% | 2.4%
C=C1CCN(c2ccc(C(=O)NCCC)cc2[N+](=O)[O-])CC1 | · | -7% | -2.6 | 68 | · | · | · | · | · | · | -1.4% | 0.1%
CCOC(=O)C1(CC2CC2)CCN(C(=O)c2cccnc2C)CC1 | -10% | -3% | 0.4 | 50 | -12% | -2% | i | 13 | -21 | -1 | -0.1% | 2.0%
N#Cc1cc(C#N)c(SCC(=O)N2CC(=O)Nc3ccccc32)nc1N | · | -15% | 3.3 | 60 | · | · | · | · | · | · | 0.5%[50 µM] | -1.0%
CCN(CC)c1ccc(/C=N/N2CC(=O)NC2=S)cc1 | · | 6% | 1.1 | 59 | · | · | · | · | · | · | 1.3%[50 µM] | 1.8%
C#CCOC(=O)C1C2C=CC(C2)C1C(=O)O (stereo not given) | -4% | 1% | 0.1 | 42 | 2% | 2% | i | -12 | 5 | 2 | 0.4% | 0.7%
O=C(NCCc1ccc(Cl)cc1)C1CCN(S(=O)(=O)c2ccc(Br)s2)CC1 | -2% | 4% | 9.3 | 65 | -5% | 0% | i | 12 | 25 | 17 | 0.4% | 2.8%
C/C(=C\C(=O)c1ccc(C)o1)Nc1ccc2c(c1)OCO2 | -4% | -5% | -0.7 | 77 | -16% | -3% | i | 6 | 8 | 1 | -1.3% | -0.4%
CC(C)[C@H](NC(=O)c1ccco1)C(=O)OCC(=O)N1CCc2ccccc21 | -9% | -9% | 0.0 | 86 | -4% | -7% | i | 3 | -15 | 8 | -0.7% | 2.6%
CC(C)CCN(C(=O)c1ccc(N2CCCC2=O)cc1)c1c(N)n(Cc2ccccc2)c(=O)[nH]c1=O | · | -1% | 0.5 | 41 | · | · | · | · | · | · | 0.5%[50 µM] | -1.0%
(next part)
SMILES | LYP phosphatase | NS5 inhibitors | NTR1 ag | NTR1 ag cell count 20 µM | AID2073 | GPR35 arrestin U2OS | Autophagy HCS | Autophagy HCS cell loss 18 h | WT yeast gro inh | WT yeast gro inh mutant strain | K1F lysis inhibition | RSV CPE inhibition
O=C(CCN1C(=O)c2cccnc2C1=O)NC1CCCCCC1 | 3% | -13% | -1.0 | 50 | -1% | -18% | i | -8 | 6 | 6 | 1.1% | 2.8%
COc1ccc(NC(=O)C2CC(=O)N(CCc3ccc(Cl)cc3)C2)cc1 (stereo not given) | -8% | -10% | -0.1 | 76 | -1% | 0% | · | · | · | · | -0.3% | 2.6%
Cc1ccc(NC(=O)c2ccco2)c(NC(=O)Cc2cccs2)c1 | 1% | -5% | -0.8 | 78 | -4% | 2% | i | 43 | -16 | -12 | 8.8% | 1.1%
CCOP(=O)(OCC)/C(C#N)=C/c1ccc(-c2ccc(F)cc2F)o1 | 4% | -1% | -1.7 | 76 | 10% | 3% | · | · | · | · | -0.4% | 17%
O=c1oc(-c2ccc([N+](=O)[O-])cc2)nc2ccc(O)cc12 | -8% | 4% | 2.6 | 80 | 16% | 7% | i | 8 | -10 | 11 | 0.9% | 0.8%
COCCNC(=O)CN1C(=O)/C(=C/c2ccccc2)Oc2ccc(C(C)(C)C)cc21 | 1% | 1% | 11 | 86 | 50% | 2% | · | · | · | · | 0.2% | 6.5%
COC(=O)CCP(=O)(O)Cc1ccccc1CP(=O)(O)CCC(=O)OC | -3% | 5% | -0.7 | 54 | 11% | 19% | i | 12 | -10 | -3 | 1.6% | 0.0%
COC(=O)CC/C(=N/Nc1ccc(Cl)c(Cl)c1)C(=O)OC | -3% | -9% | 1.6 | 29 | 2% | -2% | i | 1 | -4 | 8 | 0.3% | 0.6%
O=C(COC(=O)C1CCCCC1)Nc1cccc(Br)c1 | · | -12% | -1.8 | 62 | · | · | · | · | · | · | 0.7%[50 µM] | 1.3%
Cc1cccc(NC(=O)Cn2c([N+](=O)[O-])cnc2C)c1C | 2% | · | -0.7 | 58 | 9% | -7% | i | 10 | 2 | -4 | · | 0.2%
Cc1csc(NC(=O)c2cc(C)nc3ccccc23)n1 | 4% | -3% | -1.2 | 55 | 11% | 12% | i | 32 | 21 | 21 | 0.5% | -1.1%
COc1ccc(N(C)S(=O)(=O)c2ccc(C)cc2)c([N+](=O)[O-])c1 | -1% | -7% | 2.5 | 21 | 8% | -4% | i | -1 | -9 | -1 | 8.4% | 0.5%
Cc1ccc(N2C(=O)N(CC(=O)Nc3ccc([N+](=O)[O-])cc3)C(=O)C2C)cc1 (stereo not given) | 2% | -1% | 1.2 | 51 | 1% | -7% | · | · | · | · | -0.4%[50 µM] | 6.6%
COc1ccc(C(=O)Nc2ccccc2C(=O)N/N=C/c2ccc(O)c(OC)c2)cc1 | 4% | -1% | 2.7 | 35 | 6% | 5% | i | -24 | -17 | 1 | 9.8% | -1.2%
Cc1sc2ncnc(N)c2c1C | -10% | -6% | -0.3 | 60 | 10% | 15% | · | · | · | · | -1.3%[50 µM] | 7.3%
COc1ccc(-n2nnnc2SCC(=O)N2CCCC2=O)cc1 | · | 6% | 6.0 | 57 | · | · | · | · | · | · | 0.4%[50 µM] | 0.6%
COCc1[nH]nc2c1C(c1ccccc1OC)C(C#N)=C(N)O2 (stereo not given) | 7% | -6% | 1.9 | 57 | 0% | -5% | · | · | -9 | 17 | 3.8%[50 µM] | 1.3%
COC(=O)c1sc(N2C(=O)C(O)=C(C(=O)c3ccc(C)o3)C2c2ccc(OC)c(OC)c2)nc1C (stereo not given) | -5% | -2% | -0.6 | 53 | 0% | 5% | · | · | · | · | -0.1% | 1.6%
Nc1ccc2c(c1)COc1ccccc1O2 | -11% | 0% | 0.2 | 62 | -6% | 14% | i | 5 | 19 | -1 | 5.2% | -0.2%
CC(C)Nc1nc(NC(C)C)nc(N(C)N)n1 | -6% | 0% | -0.8 | 90 | -5% | 0% | i | 2 | 26 | 27 | 6.2% | 1.6%
Cn1c(NC(=O)c2ccc(Cl)cc2Cl)cc(=O)n(C)c1=O | -4% | 0% | -0.9 | 44 | 3% | -15% | i | 5 | -4 | -6 | -0.5% | 2.3%
CCOc1ccc(C(=O)C(C)OC(=O)Cn2c(C)csc2=O)cc1 (stereo not given) | · | -6% | 2.8 | 56 | · | · | · | · | · | · | 0.4%[50 µM] | -1.4%
CCS(=O)(=O)c1ccc2oc(SCC(=O)c3c(N)n(C4CC4)c(=O)[nH]c3=O)nc2c1 | · | 1% | -2.5 | 48 | · | · | · | · | · | · | 2.1% | 0.9%

An excerpt from above, showing only LYP phosphatase and NTR1 ag.
mol,LYP phosphatase,NTR1 ag
COC(=O)CC/C(=N/Nc1ccc(Cl)c(Cl)c1)C(=O)OC,-3%,1.6
O=C(COC(=O)C1CCCCC1)Nc1cccc(Br)c1,·,-1.8

Grouped by structure, the compounds so far containing two or more sulfur atoms
SMILES | LYP phosphatase | NS5 inhibitors | NTR1 ag | NTR1 ag cell count 20 µM | AID2073 | GPR35 arrestin U2OS | Autophagy HCS | Autophagy HCS cell loss 18 h | WT yeast gro inh | WT yeast gro inh mutant strain | K1F lysis inhibition | RSV CPE inhibition
COc1ccc(NC(=S)N(CCCN2CCC(C)CC2)Cc2cccs2)cc1Cl | -6% | -4% | 0.5 | 69 | -27% | 9% | i | 4 | 16 | 15 | 1.8% | -0.4%
CC(=O)N1CCSc2ccc(S(=O)(=O)Nc3cccc(C)c3)cc21 | -9% | -3% | 0.6 | 55 | -7% | 7% | · | · | · | · | -0.1% | 1.3%
O=C(NCCc1ccc(Cl)cc1)C1CCN(S(=O)(=O)c2ccc(Br)s2)CC1 | -2% | 4% | 9.3 | 65 | -5% | 0% | i | 12 | 25 | 17 | 0.4% | 2.8%
CCS(=O)(=O)c1ccc2oc(SCC(=O)c3c(N)n(C4CC4)c(=O)[nH]c3=O)nc2c1 | · | 1% | -2.5 | 48 | · | · | · | · | · | · | 2.1% | 0.9%

Screens: PubChem BioAssay, several laboratories
